High-throughput results: PubChem BioAssay, National Center for Advancing Translational Sciences (NCATS)
PGK inhibitor – T. brucei PGK inhibition | PGK/GAPDH coupled, Kinase-Glo luminescence, 60 min | Potency, µM (doses to about 57.5 µM), inactives show at the highest dose activity change, negative = inhibition, usual class: inhibitors | hit rate 0.043% among 380,000; further: potency means the concentration at half of the fitted maximal effect; on the % scale 0 is the no-effect control and ±100 the full control effect; nearly all actives have a fitted effect of over 60% in size
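Luminescent ATP detection (Kinase-Glo Plus) follows a 60-minute room-temperature incubation, with wells lacking PGK as controls. Buffer: 100 mM TEA (pH 7.6), 5 mM MgCl2, 0.01% Tween-20. Coupling enzyme GAPDH (100 nM final) supplies unstable 1,3-BPG in-well.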
Pol kappa inh – inhibitors of human DNA polymerase kappa; hit rate 0.53% among 400,000; purified Pol kappa, fluorescent DNA synthesis assay, 10 min; AID 588579; Q9UBT6; Potency, µM (titrated, usually from 107 µM), without a hit: at the highest dose activity, negative = inhibition, most hits filed as inhibitors; further: potency means the concentration at half of the fitted maximal effect; on the % scale 0 is the no-effect control and ±100 the full control effect
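First, compounds were pin-transferred onto 10 nM Pol kappa. After 15 min at room temperature, substrate was added to 50 nM final. Fluorescence was then measured kinetically at 0 and 10 min.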
Anesthetic bind – candidate novel general anesthetic via apoferritin binding | Potency, µM (highest dose often 77.5 µM), for inactives: at the highest dose activity change, negative = displacement, most hits filed as inhibitors | apoferritin/1-aminoanthracene competitive binding, fluorescence | hit rate 0.074% among 350,000 | P02791; further: potency means the concentration at half of the fitted maximal effect; on the % scale 0 is the no-effect control and ±100 the full control effect; nearly all actives have a fitted effect of over 20% in size
Target sequence (P02791 2-175 limits assumed): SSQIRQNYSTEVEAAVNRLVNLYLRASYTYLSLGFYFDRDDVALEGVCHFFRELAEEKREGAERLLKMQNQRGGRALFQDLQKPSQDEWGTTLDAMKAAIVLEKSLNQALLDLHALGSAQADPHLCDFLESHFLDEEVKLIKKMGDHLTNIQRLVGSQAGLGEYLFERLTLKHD
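Steps: apoferritin (10 uM) was premixed with half-saturated 1-AMA in PBS, compounds were pin-transferred, plates stood 10 min at room temperature, fluorescence was read at 380/535 nm, and curves were fitted with a Hill equation.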
APEX1 inh – inhibitors of human APE1 endonuclease; AID 2517; recombinant APE1, TAMRA/BHQ-2 abasic DNA cleavage fluorescence; Potency, µM (top dose mostly 65.8 µM), for the others: top-dose activity change, negative = inhibition, usual class: inhibitors; hit rate 0.35% among 350,000;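 further: potency means the concentration at half of the fitted maximal effect; plate controls were vehicle for no effect and reference inhibitor for full effect; nearly all actives have a fitted effect of over 55% in size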
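Substrate: short duplex with […] THF abasic site, 5'-TAMRA and 3'-BHQ-2, 50 nM final. APE1 at 0.75 nM, preincubated 15 min RT with compound. Fluorescence increase from first to third read measured activity.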
POLB inh – inhibitors of human DNA polymerase beta. Pol beta primer extension/strand displacement, fluorescence kinetic. Potency, µM (titrated, usually from 114 µM), for inactives: at the top dose activity change, negative = inhibition, usual class: inhibitors. hit rate 1.3% among 340,000; further: potency means the concentration at half of the fitted maximal effect; on the % scale 0 is the no-effect control and ±100 the full control effect
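Pol beta (10 nM) and compounds were preincubated 15 min at room temperature, then 50 nM substrate (final) started primer extension/strand displacement. Reads were taken at 0 and 10 min; concentration-response data were fitted to a four-parameter Hill equation.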
Pol eta inh – inhibitors of human DNA polymerase eta | Q9Y253 | hit rate 1.2% among 390,000 | recombinant Pol eta, fluorescent DNA replication assay | AID 588591 | Potency, µM (doses to about 114 µM), for inactives: top-dose activity change, negative = inhibition, usual class: inhibitors; further: potency means the concentration at half of the fitted maximal effect; on the % scale 0 is the no-effect control and ±100 the full control effect
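Fluorescent replication assay: 50 nM final substrate added after a 15 min room-temperature compound preincubation with 10 nM enzyme. Signal taken at 0 min and again at 10 min.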
BLM inh – inhibitors of human Bloom syndrome helicase BLM; P54132; recombinant BLM DNA unwinding, fluorescence dequenching; Potency, µM (doses to about 56.1 µM), inactives show at the top dose activity change, negative = inhibition, usual class: inhibitors; hit rate 0.2% among 350,000;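 further: potency means the concentration at half of the fitted maximal effect; plate controls were vehicle for no effect and no enzyme for full effect; nearly all actives have a fitted effect of over 35% in size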
RXFP1 antagonist – antagonists of human relaxin receptor RXFP1. activity change, negative = inhibition, % at 57.5 µM. HEK293-RXFP1, relaxin-stimulated cAMP HTRF, 30 min; hits give low values. Q9HBX9. hit rate 0.59% among 350,000. AID 1259400;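 active means activity change of -60% or lower, but not beyond a set lower limit; inconclusive means change between -60% and -40%, or beyond the set limit; inactive means change above -40%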; further: on the % scale 0 is the no-effect control and ±100 the full control effect
Target sequence (Q9HBX9 whole entry, looked up): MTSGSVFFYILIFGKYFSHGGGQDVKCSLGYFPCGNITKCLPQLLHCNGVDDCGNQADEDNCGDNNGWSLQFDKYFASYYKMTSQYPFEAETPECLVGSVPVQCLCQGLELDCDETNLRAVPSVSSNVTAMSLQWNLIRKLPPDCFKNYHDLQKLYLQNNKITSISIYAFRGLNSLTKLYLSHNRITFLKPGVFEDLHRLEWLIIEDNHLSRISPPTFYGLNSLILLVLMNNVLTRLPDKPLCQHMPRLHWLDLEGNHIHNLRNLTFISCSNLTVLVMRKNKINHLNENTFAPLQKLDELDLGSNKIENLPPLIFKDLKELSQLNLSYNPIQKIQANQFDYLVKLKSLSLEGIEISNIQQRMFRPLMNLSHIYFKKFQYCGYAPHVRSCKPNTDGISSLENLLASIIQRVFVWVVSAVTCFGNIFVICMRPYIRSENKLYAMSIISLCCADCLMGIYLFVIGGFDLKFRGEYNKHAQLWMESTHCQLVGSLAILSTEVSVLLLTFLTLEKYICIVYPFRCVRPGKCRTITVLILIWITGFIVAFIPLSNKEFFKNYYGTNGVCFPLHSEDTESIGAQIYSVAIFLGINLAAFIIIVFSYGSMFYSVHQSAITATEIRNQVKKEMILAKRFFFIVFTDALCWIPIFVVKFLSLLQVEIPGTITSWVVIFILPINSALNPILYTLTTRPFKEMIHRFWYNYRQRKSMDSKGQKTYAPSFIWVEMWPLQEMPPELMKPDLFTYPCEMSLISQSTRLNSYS
POLI inh – inhibitors of human DNA polymerase iota; Pol iota fluorescent replication assay, 10 min; Potency, µM (top dose mostly 115 µM), inactives show top-dose activity, negative = inhibition, usual class: inhibitors; hit rate 1% among 390,000; AID 588590; further: potency means the concentration at half of the fitted maximal effect
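Pol iota at 10 nM preincubated 15 min with compounds at room temperature; reaction started with fluorescent substrate, 50 nM final. Fluorescence read kinetically at 0 and 10 min; buffer-only wells as negative control.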
An asterisk follows results filed as active; [ ] = remark or other dose. Unless noted, the call rests on the fitted dose curve; in most records, active means well fitted curve in the direction sought with a large enough effect; inconclusive means small, poorly fitted or top-dose-only effect, or another doubt; inactive means no such curve, though single readings can be large; an effect the other way counts as inactive or inconclusive. An excerpt; count on the stated rates, not on these rows.

CC(=O)OCC(=O)NCc1ccc2c(c1)OCO2 was read as PGK inhibitor -2%, Pol kappa inh -2%, Anesthetic bind -16%, APEX1 inh inconclusive, POLB inh 23%, Pol eta inh 1%, BLM inh -1%, RXFP1 antagonist 2 and POLI inh 12%.
Screening CCOC(=O)N1CCC(NC(=O)c2cnc3n(c2=O)CCS3)CC1 returned PGK inhibitor 8%, Pol kappa inh -12%, Anesthetic bind -3%, APEX1 inh 14%, POLB inh 3%, Pol eta inh -6%, BLM inh -2%, RXFP1 antagonist 3 and POLI inh -9%.
COc1ccc(-c2nnn(Cc3nc(N)nc(N4CCOCC4)n3)n2)cc1OC was read as PGK inhibitor inactive, Pol kappa inh -7%, Anesthetic bind -11%, APEX1 inh -2%, POLB inh 30%, Pol eta inh -13%, BLM inh 2%, RXFP1 antagonist 1 and POLI inh 10%.
Screening COC(=O)c1ccccc1NC(=O)CSc1ncccn1 returned PGK inhibitor -3%, Pol kappa inh -2%, Anesthetic bind -7%, APEX1 inh -6%, POLB inh 0%, Pol eta inh -12%, BLM inh 1%, RXFP1 antagonist -9 and POLI inh 83%[activator].
Screening Cc1ccc(C(=O)O)cc1NC(=O)c1ccc(Cn2nc(C)c(Cl)c2C)o1 returned PGK inhibitor 0%, Pol kappa inh 3%, Anesthetic bind 0%, APEX1 inh 19%, POLB inh 0%, Pol eta inh -21%, BLM inh 3%, RXFP1 antagonist -7 and POLI inh 35%[activator].
Screening CN(C)C(=O)COc1ccc(Br)cc1 returned PGK inhibitor -4%, Pol kappa inh -5%, Anesthetic bind 3%, APEX1 inh 0%, POLB inh -9%, Pol eta inh 1%, BLM inh 1%, RXFP1 antagonist 3 and POLI inh -16%.
`O=C(CSc1nc2ncc(Cl)cc2[nH]1)N1CCOCC1` gave PGK inhibitor -1%, Pol kappa inh 4%, APEX1 inh -1%, Pol eta inh -19%, RXFP1 antagonist -14 and POLI inh 24%.
CC1=NN(c2ccc([N+](=O)[O-])cc2)C(=O)C1 was read as PGK inhibitor 8%, Pol kappa inh -11%, Pol eta inh 10%, RXFP1 antagonist 1 and POLI inh 78%[activator].
`CCC(=O)c1ccc(OCc2ccc(C(=O)OC)o2)c(OC)c1` gave PGK inhibitor -3%, Pol kappa inh 2%, Anesthetic bind inconclusive, APEX1 inh 13%, POLB inh -20%, Pol eta inh 2%, BLM inh 0%, RXFP1 antagonist -8 and POLI inh 13%.
For O=C(Nc1ccc(NC(=O)c2sc3ccccc3c2Cl)cc1Cl)c1ccco1 the results were PGK inhibitor inactive, Pol kappa inh 3%, Anesthetic bind -5%, APEX1 inh -1%, POLB inh 0%, Pol eta inh -10%, BLM inh -3%, RXFP1 antagonist -9 and POLI inh inconclusive.
`CCOc1ccc(C2=Nn3cnnc3SC2)cc1` gave PGK inhibitor -3%, Pol kappa inh -4%, Anesthetic bind -12%, APEX1 inh 14%, POLB inh 27%, Pol eta inh -13%, BLM inh -7%, RXFP1 antagonist 10 and POLI inh -6%.
COCCN(CCOC)S(=O)(=O)c1ccc(C(=O)Nc2ccc([N+](=O)[O-])cc2OC)cc1 was read as PGK inhibitor inactive, Pol kappa inh -3%, Anesthetic bind -5%, APEX1 inh -3%, POLB inh -13%, Pol eta inh -23%, BLM inh -6%, RXFP1 antagonist 10 and POLI inh 55%[activator].
For CC(C)CN(CCCNC(=O)c1cn(C)c2ccc(S(=O)(=O)N(C)C3CCCCC3)cc2c1=O)CC(C)C the results were PGK inhibitor inactive, Pol kappa inh -9%, Anesthetic bind -12%, POLB inh 5%, Pol eta inh -15%, BLM inh 2%, RXFP1 antagonist -1 and POLI inh -12%.
For CCCC(=O)OCc1cnc(C)c2oc(=O)c(C(=O)Nc3cccc(C(F)(F)F)c3)cc12 the results were PGK inhibitor -9%, Pol kappa inh -6%[60.1 µM], Anesthetic bind inconclusive, POLB inh 28%, Pol eta inh -15%, BLM inh -4% and POLI inh 70%[activator].
`C=CCc1ccc(OCC(O)COCC)c(OC)c1` (stereo not given) gave PGK inhibitor -5%, Pol kappa inh -3%, Anesthetic bind -13%, APEX1 inh 3%, POLB inh 5%, Pol eta inh -3%, BLM inh -5%, RXFP1 antagonist -16 and POLI inh -3%.
CCn1c(SCC(=O)N(C)C2CCS(=O)(=O)C2)nnc1-c1cccs1 (stereo not given) was read as PGK inhibitor inactive, Pol kappa inh 2%, Anesthetic bind 2%, APEX1 inh -3%, POLB inh 15%, Pol eta inh -17%, BLM inh -1%, RXFP1 antagonist 0 and POLI inh 49%[activator].
Screening CCN1CCN(C(=S)Nc2ccccc2Cl)CC1 returned PGK inhibitor -8%, Pol kappa inh -6%, Anesthetic bind 0%, APEX1 inh 1%, POLB inh -4%, Pol eta inh -28%, BLM inh -1%, RXFP1 antagonist 2 and POLI inh -12%.
`COc1ccc(C(CNC(=O)c2cccc(S(=O)(=O)N3CCCCC3)c2)N2CCCC2)cc1` (stereo not given) gave PGK inhibitor 7%, Pol kappa inh -5%, APEX1 inh -9%, Pol eta inh 3%, RXFP1 antagonist -4 and POLI inh -10%.
CSc1ccccc1C(=O)Nc1ncc(C)s1 was read as PGK inhibitor -8%, Pol kappa inh 5%, Anesthetic bind -8%, APEX1 inh -2%, POLB inh 20%, Pol eta inh -17%, BLM inh -5%, RXFP1 antagonist -7 and POLI inh 1%.
For COCc1cc(C)nc2sc(C(=O)Nc3cc(C)ccc3F)c(N)c12 the results were Pol kappa inh -12%, Anesthetic bind 164%[activator], POLB inh 53%, BLM inh -7%, RXFP1 antagonist -10 and POLI inh 4%.

Continued, overlapping the part above by 3 compounds.
`COc1ccc(C(CNC(=O)c2cccc(S(=O)(=O)N3CCCCC3)c2)N2CCCC2)cc1` (stereo not given) gave PGK inhibitor 7%, Pol kappa inh -5%, APEX1 inh -9%, Pol eta inh 3%, RXFP1 antagonist -4 and POLI inh -10%.
CSc1ccccc1C(=O)Nc1ncc(C)s1 was read as PGK inhibitor -8%, Pol kappa inh 5%, Anesthetic bind -8%, APEX1 inh -2%, POLB inh 20%, Pol eta inh -17%, BLM inh -5%, RXFP1 antagonist -7 and POLI inh 1%.
For COCc1cc(C)nc2sc(C(=O)Nc3cc(C)ccc3F)c(N)c12 the results were Pol kappa inh -12%, Anesthetic bind 164%[activator], POLB inh 53%, BLM inh -7%, RXFP1 antagonist -10 and POLI inh 4%.
`COc1cc(O)ccc1C1CC(=O)Nc2c1c(=O)nc(SCc1ccccc1C)n2C` (stereo not given) gave PGK inhibitor inactive, Pol kappa inh -17%, Anesthetic bind 54%[activator], POLB inh -4%, Pol eta inh -4%, BLM inh 1%, RXFP1 antagonist 2 and POLI inh 7%.
CCOC(=O)c1sc(NC(=O)c2ccccc2OCC)nc1C was read as PGK inhibitor 3%, Pol kappa inh 3%, Anesthetic bind -3%, APEX1 inh 2%, POLB inh 26%, Pol eta inh -22%, BLM inh -4%, RXFP1 antagonist -9 and POLI inh 160%[activator].
Cn1c(NCCCO)nc2c(c1=O)C1(CCCCC1)Cc1ccccc1-2 was read as PGK inhibitor 1%, Pol kappa inh -16%, Anesthetic bind -18%, APEX1 inh -9%, POLB inh -16%, Pol eta inh -19%, BLM inh -15%, RXFP1 antagonist -2 and POLI inh 2%.
`CCCCC(CC)CNC(=O)C1CCC(CNS(=O)(=O)c2cccc3nsnc23)CC1` (stereo not given) gave PGK inhibitor 6%, Pol kappa inh -14%, Anesthetic bind inconclusive, POLB inh 15%, Pol eta inh -20%, BLM inh -5%, RXFP1 antagonist -5 and POLI inh 30%.
Screening O=C(CN(C(=O)CNC(=O)c1ccco1)c1ccc(Cl)c(Cl)c1)NC1CCCCC1 returned PGK inhibitor -9%, Pol kappa inh -1%, Anesthetic bind inconclusive, APEX1 inh 0%, POLB inh 19%, Pol eta inh 4%, BLM inh -3%, RXFP1 antagonist -4 and POLI inh -5%.
`Cn1nccc1C(=O)NC(=S)Nc1sc2c(c1C#N)CCCCC2` gave PGK inhibitor -7%, Pol kappa inh -15%, Anesthetic bind -5%, APEX1 inh -1%, POLB inh -10%, Pol eta inh 9%, BLM inh -4%, RXFP1 antagonist 7 and POLI inh inconclusive.
Screening O=C(CSc1cn(CCNC(=O)c2c(F)cccc2F)c2ccccc12)Nc1ccccc1F returned PGK inhibitor -4%, Pol kappa inh 3%, Anesthetic bind 15%, POLB inh -1%, Pol eta inh -18%, BLM inh -2% and POLI inh 8%.
`CC1CC(=S)Nc2ccccc2N1C(=O)Nc1ccccc1` (stereo not given) gave PGK inhibitor 3%, Pol kappa inh -18%, Anesthetic bind 2%, APEX1 inh 10%, POLB inh 15%, Pol eta inh -15%, BLM inh 1%, RXFP1 antagonist -32 and POLI inh 143%[activator].
`Cc1cc(C)c2sc(N(CCN(C)C)C(=O)c3ccc4ccccc4c3)nc2c1` gave PGK inhibitor -7%, Pol kappa inh -7%, Anesthetic bind -17%, APEX1 inh 34%, POLB inh -1%, Pol eta inh -9%, BLM inh -6%, RXFP1 antagonist 9 and POLI inh -14%.
`CCC(=O)N1CCc2cc(S(=O)(=O)NCCC(=O)Nc3ccc(OC)c(OC)c3)ccc21` gave PGK inhibitor -7%, Pol kappa inh -2%, Anesthetic bind -7%, POLB inh 1%, Pol eta inh -14%, BLM inh -1%, RXFP1 antagonist -13 and POLI inh 3%.
